Assay outcomes (PubChem)
Chronic BCR inh = blocks chronic active B-cell receptor signaling; ABC-DLBCL IkBa-CBG/CBR reporter, luminescence ratio, 4 h; Potency, µM (titrated, usually from 46.1 µM), inactives show at the highest dose ratio change, negative = lower green/red ratio, actives largely listed as inhibitors; 0.05% of 340,000 active; active = well fitted inhibition curve with a large enough effect in the signal ratio, with a control signal flat, not every such curve was filed as active; inconclusive = small, poorly fitted or top-dose-only effect, or effect the other way, or a change in a side signal; the % refers to the signal ratio;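 note: potency is the fitted concentration of half-maximal effect; plate controls were basal doxycycline-induced cells for no effect and cells given 10 µM MG132 for full effect; MG132 reads +100%, hits lower the ratio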
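Doxycycline induced both beetle luciferases in TMD8 lymphoma cells; IKK-driven degradation limits the IkappaBalpha-fused green signal, while red luminescence normalises for cell number and nonspecific effects. Compounds tested up to 46 uM, 4 hrs.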
GALK inhibitor = inhibitors of human galactokinase; P51570; Purified GALK, Kinase-Glo residual ATP luminescence; Potency, µM (series often up to 57.5 µM), inactives show top-dose activity change, negative = inhibition, usual class: inhibitors; 0.007% of 270,000 active; note: potency is the fitted concentration of half-maximal effect; % is set by controls: 0 for no effect and ±100 for the full control effect
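Quantitative HTS: GALK 5 nM, ATP 35 uM, galactose 100 uM, 1 h room temperature, then luciferase-based ATP detection.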
Tb PFK block = T. brucei PFK enzyme inhibition; T. brucei PFK, ADP-Glo luminescence; 0.17% of 330,000 active; AID 485367; Potency, µM (series often up to 57.5 µM), without a hit: top-dose activity, negative = inhibition, most hits filed as inhibitors;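 note: potency is the fitted concentration of half-maximal effect; 0% = uninhibited 1x PFK enzyme wells and -100% = no-enzyme wells; nearly all actives have a fitted effect of over 60% in size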
Target sequence (O15648 whole entry, looked up): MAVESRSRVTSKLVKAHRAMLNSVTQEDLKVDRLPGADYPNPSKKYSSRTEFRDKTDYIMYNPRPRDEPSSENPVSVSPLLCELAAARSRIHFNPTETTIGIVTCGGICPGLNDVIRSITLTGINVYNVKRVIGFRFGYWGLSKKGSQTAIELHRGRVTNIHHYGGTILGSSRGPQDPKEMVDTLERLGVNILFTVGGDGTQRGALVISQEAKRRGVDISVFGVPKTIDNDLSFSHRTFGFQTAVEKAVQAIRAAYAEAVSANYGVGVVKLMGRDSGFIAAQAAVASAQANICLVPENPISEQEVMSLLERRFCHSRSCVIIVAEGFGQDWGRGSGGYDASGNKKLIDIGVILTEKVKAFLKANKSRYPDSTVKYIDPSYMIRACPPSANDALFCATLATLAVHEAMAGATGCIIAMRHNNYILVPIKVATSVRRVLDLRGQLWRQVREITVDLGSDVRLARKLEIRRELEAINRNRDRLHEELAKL
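Activity is normalized to no-enzyme wells (full inhibition) and 1.25 nM enzyme wells (no inhibition). Reaction: 0.5 mM F6P, 0.1 mM ATP, 45 min RT, ADP-Glo luminescence; concentration-response curves fitted and classed by quality.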
Giardia kill = Giardia lamblia killing. Giardia lamblia trophozoite viability. activity change, % at 7.66 µM, hits read low. 0.15% of 340,000 active; in the data active = activity change below about -80%; inconclusive = between about -30% and that limit;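 note: parasites exposed to compound for two days anaerobically before the ATP read; % is set by controls: 0 for no effect and ±100 for the full control effect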
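Trophozoites 100 cells/well + cpd; 48 hrs, 37 deg C, anaerobic. ATPLite 1-Step added, 15-30 min RT, luminescence read (ATP-based viability).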
PKM2 activator = activators of human pyruvate kinase M2; P14618; 0.34% of 260,000 active; AID 1631; Potency, µM (top dose mostly 57.5 µM), without a hit: at the highest dose activation, hits mostly activators; purified PKM2, Kinase-Glo ATP luminescence, activation; response scale: 0% is enzyme alone, no compound; note: potency is the fitted concentration of half-maximal effect; % is set by controls: 0 for no effect and ±100 for the full control effect; nearly all actives have a fitted effect of over 55% in size
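Purified hPK-M2 (>95% pure) converted ADP (0.1 mM final) to ATP with 0.5 mM PEP in 50 mM imidazole pH7.2, KCl, MgCl2, Tween 20, BSA; 1 h at room temperature. ATP detected by Kinase-Glo luminescence.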
TSG101-PTAP inh = blocks PTAP/TSG101 interaction to inhibit HIV-1 budding; Q99816; Fluorescence polarization, FITC-PTAP peptide / Tsg101 binding; Potency, µM (titrated, usually from 115 µM), for the others: at the highest dose activity change, negative = inhibition, most hits filed as inhibitors; 340,000 tested, under 10 active; active = well fitted inhibition curve with a large enough effect in the main read-out, with a control signal flat, not every such curve was filed as active; inconclusive = small, poorly fitted or top-dose-only effect, or effect the other way, or a change in a side signal; inactive = no such curve, though single readings can be large or run the other way; note: potency is the fitted concentration of half-maximal effect; % of control where 0% means no effect
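Fluorescence anisotropy tracks displacement of a FITC-tagged PTAP peptide (50 nM) from the Tsg101 binding domain (10 uM), following a 20 min room-temperature incubation at pH 7.5.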
a7 integrin act = integrin-mediated muscular dystrophy alleviation activation; alpha7betagal myoblasts, beta-gal FDG fluorescence, 48 h; Potency, µM (doses to about 38.3 µM), for inactives: at the top dose activation, usual class: activators; 0.064% of 350,000 active;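 note: potency is the fitted concentration of half-maximal effect; 100% = response of the positive control SU9516; nearly all actives have a fitted effect of over 60% in size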
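Alpha7betagal+/- myoblasts (passage 13) were plated 16-24 hr, then exposed to compounds (1:260 dilution of DMSO stock) for 48 hours at 37C. After MPER lysis, β-galactosidase reporter activity was read as FDG fluorescence (ex 480/em 540) after 30 minutes.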
ASM inhibitor = inhibitors of human secretory acid sphingomyelinase. P17405. placental ASM, HMU-PC fluorogenic substrate, 60 min. Potency, µM (titrated, usually from 57.5 µM), without a hit: at the highest dose activity change, negative = inhibition, hits mostly inhibitors. 0.006% of 340,000 active; note: potency is the fitted concentration of half-maximal effect
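Fluorescence read-out (Ex 386 nm, Em 447 nm) after stopping the reaction at pH 10. Enzyme: ASM from human placenta; substrate HMU-PC0, 9 uM final; 60 min, 37 °C. Compound preincubation 10 min, ambient temperature.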
Menin-MLL TR inh = inhibitors of human menin-MLL interaction, mutant MLL peptide; O00255; Menin + Texas Red MLL mutant peptide, fluorescence polarization; Potency, µM (titrated, usually from 61.6 µM), inactives show at the highest dose FP activity change, negative = inhibition, usual class: inhibitors; 0.23% of 270,000 active; AID 1768; active = well fitted inhibition curve with a large enough effect in the polarisation, with a control signal flat, not every such curve was filed as active; inconclusive = small, poorly fitted or top-dose-only effect, or effect the other way, or a change in a side signal; inactive = no such curve, though single readings can be large or run the other way; the % refers to the polarisation; note: potency is the fitted concentration of half-maximal effect; % of control where 0% means no effect; many of its hits are not listed in these tables
Target sequence (O00255 whole entry, looked up): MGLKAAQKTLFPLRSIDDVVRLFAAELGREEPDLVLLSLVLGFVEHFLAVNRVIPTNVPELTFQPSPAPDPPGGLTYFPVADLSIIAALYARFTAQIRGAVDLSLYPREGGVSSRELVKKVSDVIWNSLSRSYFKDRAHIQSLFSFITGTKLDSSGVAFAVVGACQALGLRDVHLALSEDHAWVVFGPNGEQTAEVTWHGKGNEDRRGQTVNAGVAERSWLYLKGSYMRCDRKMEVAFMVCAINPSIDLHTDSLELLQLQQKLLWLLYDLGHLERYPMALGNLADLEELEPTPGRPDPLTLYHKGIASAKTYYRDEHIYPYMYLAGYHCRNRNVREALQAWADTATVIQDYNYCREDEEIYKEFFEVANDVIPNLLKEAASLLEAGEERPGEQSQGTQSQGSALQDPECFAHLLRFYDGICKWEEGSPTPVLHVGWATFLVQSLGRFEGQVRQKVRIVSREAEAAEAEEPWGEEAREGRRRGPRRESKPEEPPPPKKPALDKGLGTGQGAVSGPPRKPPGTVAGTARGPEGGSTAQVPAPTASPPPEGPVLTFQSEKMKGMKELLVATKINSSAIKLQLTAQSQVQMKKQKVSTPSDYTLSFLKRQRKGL
B2AR arrestin = agonists driving beta-arrestin recruitment to human beta2-adrenergic receptor | beta-arrestin recruitment to beta2AR, cell-based reporter | Potency, µM (doses to about 46.1 µM), for the others: at the top dose activation, hits mostly activators | 0.02% of 330,000 active | AID 492947;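 note: potency is the fitted concentration of half-maximal effect; 0% = DMSO controls and full agonism = EC100 isoproterenol or metaproterenol; nearly all actives have a fitted effect of over 65% in size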
Coupling enz = counter-screen for Giardia aldolase inhibitors: coupling enzyme system. 0.67% of 290,000 active. activity change, negative = inhibition, % at 58.2 µM, hits read low. coupling enzyme system counterscreen, AmpLite Red fluorescence; in the data active = activity change below about -30%; note: % is set by controls: 0 for no effect and ±100 for the full control effect
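Coupling enzymes only (glyceraldehyde-3-phosphate) + compound, at 57.5 uM final, 10 min RT; add substrate/coupling/AmpLite Red mix, 20 min RT; fluorescence ex 525/em 598 nm. Actives flag coupling-system interference.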
* hit, by the source's call; ? = inconclusive; . = not tested or not shown; [ ] = remark or other dose. Unless noted, calls come from the whole dose curve; as a rule, active = well fitted curve in the direction sought with a large enough effect; inconclusive = small, poorly fitted or top-dose-only effect, or another doubt; inactive = no such curve, though single readings can be large; an effect the other way counts as inactive or inconclusive. Only part of the results is shown; count on the stated rates, not on these rows.

SMILES | Chronic BCR inh | GALK inhibitor | Tb PFK block | Giardia kill | PKM2 activator | TSG101-PTAP inh | a7 integrin act | ASM inhibitor | Menin-MLL TR inh | B2AR arrestin | Coupling enz
CC(=O)c1ccc(OC(C)C(=O)Nc2cccc(S(=O)(=O)NCc3ccco3)c2)cc1 (stereo unspecified) | -2% | . | 0% | 19 | . | -2% | 0% | -4% | . | 0.8% | .
Cn1c(-c2ccc3c(c2)OCO3)cnc1NCc1ccccc1Cl | ? | -1% | 3% | 9 | -17% | -6% | -23% | 3% | 0% | 0.4% | -3
O=C(Nc1ccccn1)c1ccc(Cl)s1 | ? | -3% | -5% | 9 | -8% | -4% | ? | -1% | -2% | -0.9% | 3
CCCNC(=O)c1cc2c3ccccc3n(C)c2s1 | 10% | 0% | -1% | -15 | -9% | -6% | 12% | -7% | 11% | -2.3% | -5
CC1(C)CC(=O)C2=C(C1)N(Cc1ccccc1)C(=O)C2(O)C(F)(F)F (stereo unspecified) | -15% | 0% | 0% | 2 | 0% | -5% | 12% | 1% | -8% | -1.0% | .
O=C(c1cc(-c2ccccc2)on1)N1CCN(C(=O)c2ccco2)CC1 | -18% | 0% | 9% | -9 | 22% | -2% | -8% | -2% | 14% | 0.1% | 4
COc1ccc(C(=O)Nc2ccc(C(=O)NCCc3ccc(OC)c(OC)c3)cc2)cc1 | -1% | 3% | -4% | -24 | 4% | 0% | 0% | -4% | 46%[activator] | -0.8% | 4
CCOc1ccccc1N1C(=O)c2ccc(C(=O)O)cc2C1=O | 1% | 0% | 0% | 1 | 1% | 0% | 16% | 0% | 6% | 0.2% | 8
O=C(CNC(=S)NC(=O)c1ccccc1)c1ccccc1 | 0% | 1% | 1% | -6 | 4% | 1% | 4% | -1% | 9% | -0.5% | -1
Cc1c(Cl)cn2c(=O)cc(CN3CCN(c4ccc(F)cc4)CC3)nc2c1Cl | 4% | 1% | 3% | . | 7% | . | . | . | 11% | -0.2% | -5
CCOC(=O)c1ccc(N2C(=O)CC(N3CCCC(C)C3)C2=O)cc1 (stereo unspecified) | 8% | 1% | 8% | -8 | -4% | -2% | 16% | 0% | -1% | 0.2% | -5
COc1ccc(CCNC(=O)c2ccc(=O)[nH]c2)cc1 | 2% | 4% | -1% | -5 | -1% | 0% | -21% | -2% | 1% | 0.2% | 1
COc1ccc(Cn2nnc3c(=O)[nH]c(C4CCN(C(=O)c5ccccc5Cl)CC4)nc32)cc1 | -1% | 3% | 2% | 14 | -4% | 0% | 2% | -8% | -19% | 0.1% | 0
CC(=O)N1CCN(Cc2cc(=O)n3cc(Cl)c(C)c(Cl)c3n2)CC1 | 4% | 9% | -1% | 4 | 1% | -4% | 9% | -1% | -1% | 0.0% | -1
O=C(N/N=C/c1ccc(N2CCCCC2)o1)c1ccccc1 | ? | 3% | -15% | -12 | 14% | -6% | -56%[inhibitor] | 0% | 3% | -1.2% | -21
CC(=O)Nc1cccc(NC(=O)Nc2cccc3ccccc23)c1 | ? | 1% | 3% | -22 | 1% | -9% | 22% | -2% | . | -0.2% | .
Cc1ccn2c(=O)nc(SCC(=O)NC3CCCC3)nc2c1 | 3% | . | -3% | -15 | . | -1% | 19% | 0% | . | 0.1% | .
COc1ccc(S(=O)(=O)N2CCCCC2)cc1NC(=O)C1CC(=O)N(Cc2ccccc2)C1 (stereo unspecified) | 2% | . | 0% | -2 | . | -7% | -10% | 1% | . | -0.2% | .
CCCCCn1c(CN2CCN(C(=O)OCC)CC2)nc2c1c(=O)[nH]c(=O)n2C | -5% | 1% | 8% | 5 | 1% | -3% | 5% | -2% | -13% | -0.1% | 2
CC(=O)Nc1ccc(NC(=O)CSc2nc3c(=O)n(C)c(=O)n(C)c3n2C)cc1 | 0% | . | 1% | -6 | . | -1% | 22% | 3% | . | -0.2% | .
COc1cccc(S(=O)(=O)Nc2cccc(C(=O)N3CCOCC3)c2)c1 | -6% | -1% | -2% | 5 | 0% | -1% | 6% | 0% | -6% | -0.4% | 1
NC(=O)C1CCCN(C(=O)c2ccc(Cl)c(S(=O)(=O)N3CCc4ccccc43)c2)C1 (stereo unspecified) | 0% | . | ? | -10 | . | -1% | 12% | . | . | -0.5% | .
CCOc1ccc2nc(N3CCCC(C(=O)NCC4CCCO4)C3)sc2c1 (stereo unspecified) | 1% | 3% | -2% | 8 | -7% | -4% | 0% | -1% | . | 0.0% | 4
O=[N+]([O-])c1cccnc1-n1cnc2ccccc21 | 0% | . | -1% | -29 | -13% | 1% | 10% | 0% | -12% | -0.4% | -5
CNc1nc(-c2ccccn2)nnc1-c1ccccc1 | ? | 0% | 3% | -20 | -7% | -14% | -22% | 1% | -9% | 0.1% | 1
Cn1nccc1C(=O)Nc1cccc(S(=O)(=O)N2CCOCC2)c1 | -3% | 2% | -1% | 6 | 0% | -7% | -44% | 1% | . | -1.6% | .
O=C(c1cnc2ccc3ccccc3c2c1)c1cc(F)ccc1O | -2% | -1% | 0% | 18 | 0% | 1% | -3% | -23% | . | 4.4% | -10
O=C1CCCC2=C1C1(CCCCC1)N=C(Nc1nc3ccccc3o1)N2 | -4% | 22µM* | -3% | 16 | 2% | -7% | 7% | -15% | 16% | 0.4% | 1
C/C(=N\O)c1cc(Cl)ccc1O | -17% | -2% | ? | -12 | -6% | 0% | -1% | -4% | . | -1.0% | 3
Fc1ccccc1CNc1ccc(Cl)cc1 | ? | 1% | -5% | -10 | -1% | 1% | 9% | -6% | ? | 0.3% | 0
Cc1cc(C)n2nc(C(=O)OC(C)C(=O)c3cc(C)c(C)cc3C)nc2n1 (stereo unspecified) | -9% | . | -18% | 0 | . | 1% | 27% | . | . | -0.2% | .
CCOC(=O)c1[nH]c(C)c(C(=O)OCc2c(C)noc2C)c1C | ? | 2% | 0% | 25 | -3% | -11% | 13% | -3% | ? | -0.7% | 4
O=C(O)CC/C(=C\c1ccccc1[N+](=O)[O-])c1nc2ccccc2s1 | -4% | 2% | ? | 12 | 3% | 1% | -9% | 5% | 9% | -0.1% | 10
Cn1c(=O)n(CCN2CCOCC2)c(=O)c2c1nc1n2CCN1c1ccc(Oc2ccccc2)cc1 | -1% | -2% | -1% | -20 | -2% | -10% | 13% | -15% | 7% | -0.4% | 4
Cc1cc(C(=O)OCC(=O)NC2CCCC2)c2ccccc2n1 | 7% | . | 11% | -8 | . | -1% | 15% | -2% | . | 0.2% | .
CC(C)CN(C(=O)CN1CCN(c2ccc([N+](=O)[O-])cc2)CC1)c1c(N)n(CC(C)C)c(=O)[nH]c1=O | ? | -2% | -3% | -8 | -1% | -6% | -7% | 1% | -2% | 0.0% | -1
Cc1cccc(C)c1NC(=O)Cn1nnc(-c2ccc(CN3CCC(C)CC3)cc2)n1 | -3% | -1% | 3% | 55[activator] | -7% | -1% | . | -4% | 1% | -0.3% | 0
COc1ccc(COC(=O)C2CC(=O)N(Cc3ccccc3)C2)cc1 (stereo unspecified) | -1% | . | -3% | -7 | . | 1% | -3% | 1% | . | -0.2% | .
CC1CCCC(NC(=O)CSc2cccc[n+]2[O-])C1C (stereo unspecified) | -3% | . | 15% | 0 | . | -7% | -8% | 1% | . | -0.2% | .
COc1ccccc1NC(=O)CSc1nc2ccccc2c(=O)n1C | ? | 5% | -1% | 9 | 3% | -3% | -15% | 0% | -24% | -0.1% | 1
O=C1C2C3C=CC(CC3)C2C(=O)N1/N=C/c1ccccc1O (stereo unspecified) | 16% | . | 0% | 7 | 4% | -6% | 7% | 147%[activator] | 10% | 0.2% | 3
COC(=O)C1=C(C)N(CCc2ccccc2)C(=O)C1(NS(=O)(=O)c1ccc(NC(C)=O)cc1)C(F)(F)F (stereo unspecified) | 2% | 0% | -7% | -4 | -6% | -19% | ? | 6% | -10% | 0.1% | 6
COc1ccccc1CNC(=O)c1ccncc1 | -28% | . | -1% | -13 | -2% | 0% | 26% | 3% | 0% | -0.8% | 1
O=C1CSc2ccc(C(=O)Nc3cccc(S(=O)(=O)Nc4ccc(Br)cc4)c3)cc2N1 | ? | -3% | ? | ? | -16% | 2% | -8% | ? | ? | -1.4% | 4
C=CCCCOc1ccc(C(=O)O)cc1 | 3% | 0% | 2% | 4 | -2% | -4% | 16% | -2% | -17% | 0.2% | 26
Cc1cccc(-c2noc(C3CCCCC3)n2)c1 | . | 0% | . | -8 | -2% | -9% | 10% | -1% | 17% | . | 1
CC(=O)Oc1ccc(/C=C/c2nc3ccccc3c(=O)o2)cc1 | ? | 8% | -5% | 4 | -11% | -3% | 37% | -2% | 15% | -1.0% | -2
